Siah-1 displacement – Siah-1 peptide-binding antagonists, primary screen, biochemical, fluorescence polarization, rhodamine-plectin, uHTS (AID 1817) | Siah-1 / rhodamine-plectin peptide fluorescence polarization; higher % means a stronger effect | one-dose displacement, % at 20 µM; IC50 in µM for titrated hits | hit rate 0.02% among 290,000;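 active = displacement of at least 50% at 20 µM, with a fluorescence ratio check between 0.3 and a set limit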;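 also: plate controls were Siah plus tracer with DMSO for no effect and tracer alone without Siah for full effect; strong numbers were not always called active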
GPR55 antagonists – GPR55 antagonists blocking LPI-driven arrestin recruitment, primary screen, imaging, U2OS, beta-arrestin-GFP, LPI agonist (AID 2013); U2OS GPR55 beta-arrestin-GFP translocation imaging, LPI antagonism; higher % means a stronger effect; hit rate 0.13% among 290,000; one-dose inhibition, % at 10 µM; IC50 in µM for titrated hits;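 active = spots per cell inhibited over 60%, with over 100 cells counted and total cytoplasm intensity under 500,000; inconclusive = wells with under 100 cells, flagged as likely toxic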;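 also: U2OS cells stably carrying GPR55 and arrestin-GFP stimulated by 5 µM LPI near EC80; imaged beta-arrestin-GFP aggregate spots per cell after agonist stimulation; plate controls were LPI-stimulated DMSO wells for no effect and DMSO wells without LPI for full effect; some results filed as inactive read as strong as hits; confirmed hits need IC50 under 10 µM and bright autofluorescent wells are also inconclusive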
Salmonella PhoP GFP – PhoP-dependent GFP reporter repression – Salmonella Typhimurium, primary screen (AID 1863); inhibition, % at 50 µM; hits with a dose series show IC50 in µM; S. Typhimurium PhoP-regulated promoter GFP reporter, 4 h; higher % means a stronger effect; hit rate 0.16% among 300,000;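 active = inhibition over 29.93%, a cutoff 3 SD above the screen mean, later confirmed by dose response; inconclusive = inhibition over 29.93% but no dose response follow-up; inactive = inhibition at most 29.93% or unconfirmed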;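 also: 0% = low Mg2+ inducing control and 100% = high Mg2+ repressing control; strong numbers were not always called active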
HIV fusion peptide – cell-free HIV fusion peptide-binding blockers – biochemical, uHTS, fluorescence dequenching, primary screen (AID 1986). cell-free peptide binding, fluorescence dequenching, 30 min; higher % means a stronger effect. inhibition, % at 20 µM; hits with a dose series show IC50 in µM. hit rate 0.3% among 290,000; in the data active = inhibition mostly above about 52%, no sharp cut-off; inactive = mostly below about 76%; also: some results filed as inactive read as strong as hits
GPR35 antagonists – GPR35 antagonists blocking zaprinast-driven arrestin recruitment, primary screen, imaging, U2OS, beta-arrestin-GFP, zaprinast agonist (AID 2058); U2OS GPR35 beta-arrestin-GFP translocation imaging, zaprinast antagonism; higher % means a stronger effect; one-dose inhibition, % at 10 µM; IC50 in µM for titrated hits; hit rate 0.052% among 290,000;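 active = inhibition of at least 50% with at least 30 cells and total cytoplasm GFP at most 10,000,000; inconclusive = under 30 cells or total GFP of 10,000,000 plus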
NTR1 agonist – NTR1-driven beta-arrestin-GFP spot formation – imaging, U2OS cells, high content, primary screen (AID 493036). P30989. agonist mode. activation, % at 20 µM. hit rate 0.17% among 330,000;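 active = activation at or above 40% of the spot to cytoplasm intensity ratio, with at least 20 cells analyzed; inconclusive = wells under 20 cells, flagged as cytotoxic or low count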;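 also: 0% = DMSO without peptide and 100% = 100 nM NTR1 peptide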
Target sequence (P30989 whole entry, looked up): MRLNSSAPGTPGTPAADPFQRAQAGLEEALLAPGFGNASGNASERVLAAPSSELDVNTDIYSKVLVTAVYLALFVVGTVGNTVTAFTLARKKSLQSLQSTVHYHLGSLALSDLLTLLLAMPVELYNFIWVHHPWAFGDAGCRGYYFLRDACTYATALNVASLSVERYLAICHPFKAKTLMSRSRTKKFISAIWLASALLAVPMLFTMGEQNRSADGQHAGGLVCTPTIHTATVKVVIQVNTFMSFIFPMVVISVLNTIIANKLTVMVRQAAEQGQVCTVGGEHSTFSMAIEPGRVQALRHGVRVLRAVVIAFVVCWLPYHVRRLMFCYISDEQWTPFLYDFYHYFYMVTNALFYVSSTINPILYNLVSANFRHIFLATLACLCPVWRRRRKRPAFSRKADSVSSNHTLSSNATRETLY
LYP phosphatase – PTPN22 lymphoid phosphatase activity blockers – biochemical, fluorescence intensity, uHTS (AID 1779) | recombinant LYP phosphatase, fluorescence intensity; higher % means a stronger effect | hit rate 0.054% among 290,000 | inhibition, % at 11.5 µM; hits with a dose series show IC50 in µM; in the data active = inhibition above about 50%;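 also: plate controls were vehicle with enzyme for no effect and no enzyme for full effect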
Rac1 GTP hydrolysis – MgcRacGAP GTPase-activating activity inhibitors, confirmation, biochemical, ADP Hunter fluorescence; MgcRacGAP-stimulated Rac1 GTP hydrolysis, ADP Hunter fluorescence; higher % means a stronger effect; GST-tagged Rac1 F28L mutant substrate; one-dose inhibition, % at 30 µM; IC50 in µM for titrated hits; hit rate 0.6% among 340,000; AID 624330;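 active = first-screen hits whose inhibition reached a set limit at any dose in the follow-up dose series; inconclusive = inhibition above the set first-screen limit but never retested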;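 also: fluorescence reports GDP produced by GAP-driven GTP hydrolysis; strong numbers were not always called active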
Myeloid diff MLP – myeloid differentiation induction; hit rate 1% among 360,000; calls only at 10 µM; AID 624256; ER-HoxA9 myeloid progenitors, lysozyme-GFP differentiation, flow cytometry;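 active = normalized GFP-positive differentiation at or above the plate's own cutoff, the solvent-only control mean plus 3 SD; inconclusive = no clear call, values can overlap the other calls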;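 also: cells exposed to compound for four days before flow analysis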
NTR1 agonist cell count 20 µM – second read-out of NTR1 agonist, no call of its own (marks repeat the call); cell count; measured here: cell count, cytotoxicity flag
Myeloid diff MLP GFP+ MAC1+ % – second read-out of Myeloid diff MLP, no call of its own (marks repeat the call); GFP+ MAC1+ double positive, %; measured here: differentiation confirmed by MAC1 staining
Active calls of the source: *; i = inactive; ? = inconclusive; nt = no result given; + = active, no number.

SMILES	Siah-1 displacement	GPR55 antagonists	Salmonella PhoP GFP	HIV fusion peptide	GPR35 antagonists	NTR1 agonist	NTR1 agonist cell count 20 µM	LYP phosphatase	Rac1 GTP hydrolysis	Myeloid diff MLP	Myeloid diff MLP GFP+ MAC1+ %
O=C(CCSCc1cccc(Cl)c1)NC1CCCC1	-4%	1%	5%	-0.3%	1%	-1.3	47	2%	7%	i	0.4
CC(=O)c1c(C)[nH]c(C(=O)OCc2nc3ccsc3c(=O)[nH]2)c1C	nt	nt	7%	nt	nt	-0.7	52	nt	10%	i	1.5
COc1cc2c(cc1NC(=O)c1cccc(F)c1)CCCC2	-3%	2%	5%	0.6%	-6%	2.8	55	2%	8%	i	0.8
CC1CCCC(C)N1CCCNC(=O)c1ccc2nc(N3CCCCC3)sc2c1 (configuration not stated)	1%	0%	nt	0.1%	-11%	1.3	49	-8%	17%	i	3.7
COC(=O)c1c(-c2cccc3ccccc23)csc1NC(=O)Cc1ccc(OC)c(OC)c1	3%	-1%	5%	2.6%	-2%	1.0	59	6%	11%	i	1.1
CCN(CCCNC(=O)C1CCN(S(=O)(=O)c2c(C)[nH]c(=O)[nH]c2=O)CC1)c1cccc(C)c1	1%	14%	-7%	0.1%	-5%	-0.9	56	-9%	5%	i	0.5
O=C(NC(=S)NCCc1ccccc1)c1ccccc1	5%	23%	-1%	-3.4%	-25%	0.2	50	-2%	3%	i	4.7
Cn1c(CSCc2ccc(F)cc2)nnc1SCC(=O)Nc1nccs1	2%	69%	-2%	1.6%	-9%	-0.7	84	-9%	3%	i	1.8
O=C(CSc1ccc(-c2ccc(Cl)cc2)nn1)NC1CCCC1	9%	4%	-5%	2.7%	6%	0.8	63	-2%	4%	i	0.9
CCn1c(SCC(=O)Nc2ccc(N(C)C)cc2)nnc1C1CC1	-3%	-7%	5%	-0.2%	-6%	-0.2	56	-14%	?	i	0.2
O=C(COc1ccccc1[N+](=O)[O-])N1CCC(Cc2ccccc2)CC1	3%	16%	4%	-1.5%	-9%	1.8	56	-4%	4%	i	0.1
CCn1nc(C)c(C(=O)Nc2cc(Oc3ccc(Cl)cc3)cc([N+](=O)[O-])c2)c1C	-2%	10%	4%	-4.1%	-2%	14	54	-1%	2%	i	0.1
O=C(c1ccccc1)N1N=C(c2ccccc2)CC1c1cccs1 (configuration not stated)	1%	-1%	8%	-0.9%	-3%	2.9	91	-2%	11%	i	0.7
CC(C)C(=O)N1CCN(c2ccccc2NC(=O)COc2ccc(C3CCCCC3)cc2)CC1	12%	2%	-3%	-0.3%	11%	5.3	76	2%	6%	i	9.6
O=[N+]([O-])c1ccc2[nH]c3c(c2c1)CCCC3O (configuration not stated)	-2%	16%	3%	-2.0%	5%	0.4	41	-8%	7%	i	0.3
COc1ccc(Cl)cc1N1C(=O)c2cccnc2C1=O	1%	0%	8%	-2.6%	-5%	0.3	86	-2%	-2%	i	1.1
CC1CCN(C(=O)COc2cccc3c2CCN(Cc2ccccc2)C3=O)CC1	3%	-12%	-4%	-2.4%	-2%	1.3	59	-6%	2%	i	0.0
COCCNC(=O)C1CC(=O)N(CCc2ccccc2)C1 (configuration not stated)	1%	6%	2%	-2.9%	4%	2.0	47	-8%	3%	i	1.2
NC(=O)CC(NC(=O)Cc1ccc(Cl)cc1)c1ccc(NCc2ccccc2)c([N+](=O)[O-])c1 (configuration not stated)	-2%	5%	2%	0.2%	0%	1.6	97	-6%	7%	i	1.1
CCCCn1c(C)cc(/C=C(\C#N)C(=O)O)c1C	3%	9%	-1%	25%	-11%	-1.1	79	8%	9%	i	0.2
COc1ccccc1C1OC(c2cccc([N+](=O)[O-])c2)=NN1C(C)=O (configuration not stated)	3%	-6%	-1%	2.1%	-2%	-0.7	45	-2%	4%	i	0.1
O=C(CCc1ccc(CCC(=O)c2cccs2)s1)c1cccs1	0%	-8%	-10%	-1.2%	-11%	0.8	36	-6%	10%	i	0.9
Cc1ccc2c(c1)cc(CN(Cc1ccc3c(c1)OCO3)C(=O)c1cnccn1)c1nnnn12	1%	0%	31%	-1.8%	-15%	9.6	94	-6%	3%	i	0.5
CC1=C(C)[N+](=O)C2CCCCC2N1[O-] (configuration not stated)	-2%	2%	-5%	0.8%	-4%	-2.0	46	1%	-1%	i	0.8
C/C(N)=C(/C#N)C(=O)COC(=O)c1cccc(O)c1	3%	-5%	5%	0.6%	-8%	0.1	73	-4%	5%	i	0.8
Cc1ccc(CSc2nsc(C)c2C#N)cc1	-3%	2%	18%	-0.5%	2%	1.5	46	-4%	13%	i	0.5
COc1cccc(/C=C2\C(=O)N(c3cccc(C)c3)C(=O)c3ccccc32)c1	0%	20%	-8%	6.0%	1%	3.1	43	-7%	22%	i	0.2
Cc1ccc2nc(-c3ccc(S(=O)(=O)N4CCCCC4)cc3)cn2c1	2%	0%	-3%	7.8%	12%	3.0	34	-18%	10%	i	0.1
CCN(CC)CCOC(=O)c1ccc(NC(=O)C(C)NC(=O)C23CC4CC(CC(C4)C2)C3)cc1 (configuration not stated)	6%	10%	3%	0.7%	-6%	0.7	40	2%	2%	i	0.8
Cc1cccc(S(=O)(=O)c2c(N)n(Cc3ccco3)c3nc4ccccc4nc23)c1	-6%	12%	-15%	3.4%	-14%	3.5	63	-11%	11%	+	1.9*
Cc1cccc(N)c1-c1c(C)cccc1N	4%	-5%	6%	-0.6%	-15%	-0.2	61	-10%	-11%	i	3.8
O=C(CN1CCN(Cc2ccc3c(c2)OCO3)CC1)N1CCc2[nH]c3ccccc3c2C1	3%	12%	20%	-1.1%	8%	nt	nt	-6%	nt	nt	nt
Cn1c(CSc2ncn[nH]2)nc2ccccc21	-1%	9%	2%	-1.0%	0%	-0.4	34	-8%	15%	i	0.6
CC(=O)c1ccc(N2CCN(C(=O)c3cccc(Oc4ccccc4)c3)CC2)cc1	2%	4%	2%	-2.0%	-16%	3.6	41	3%	-1%	i	0.0
CC(=O)c1cc(C(C)=O)c(C)nc1C	9%	-3%	-4%	-2.0%	3%	-1.0	38	-5%	5%	i	0.2
Cc1ccc2nc3ccc(N4CCCCCCC4)nn3c(=O)c2c1	-3%	-14%	-5%	8.1%	-7%	0.8	82	-9%	0%	i	0.3
Nc1nnc(SCC(=O)Nc2cc(C(F)(F)F)ccc2N2CCOCC2)s1	-4%	-1%	3%	-1.1%	1%	0.7	52	-9%	16%	i	4.7
CCOc1ccc2nc(NC(=O)C34CC5CC(CC(NC(C)=O)(C5)C3)C4)sc2c1	-3%	-11%	-2%	-1.2%	-19%	0.3	63	-6%	9%	?	nt
COc1cc2ncnc(NCc3ccccc3C)c2cc1OC	5%	-13%	5%	-0.4%	2%	-1.1	52	-10%	4%	i	0.5
CCOC(=O)c1cc2c(=O)[nH]ccc2nc1C(F)(F)F	6%	11%	-15%	-1.4%	-4%	-0.8	59	-8%	0%	i	1.1
Cn1c(CC(=O)Nc2ccc(Cl)cc2)nnc1SCC(=O)N1CCOCC1	9%	8%	-2%	-1.0%	-8%	0.5	65	-11%	7%	i	0.6
CC(=O)NCCc1nc2cc(NC(=O)c3ccccc3C)ccc2n1C	2%	9%	8%	-0.2%	0%	-0.1	60	-11%	5%	i	0.6
CN(C(=O)CSc1nncn1-c1ccccc1)c1ccccc1	-2%	10%	10%	-0.2%	12%	-1.4	35	-8%	8%	i	0.0
COc1ccc(S(=O)(=O)N(C)CC(=O)NC2CCCC2)cc1Cl	-1%	-3%	2%	3.0%	-2%	0.3	50	-2%	-1%	i	0.0
CCOC(=O)c1cc2c(ccn2C)n1Cc1cc(C)ccc1C	-2%	0%	0%	1.8%	-8%	2.2	84	6%	0%	i	0.4
CCc1ccc(OCC(=O)N2CCN(c3ccccn3)CC2)c(Br)c1	4%	4%	4%	-0.3%	-3%	1.4	81	-4%	10%	i	6.1
COc1ccc(CCNC(=O)C(=O)NCC2OCCN2S(=O)(=O)c2ccccc2)cc1 (configuration not stated)	2%	8%	nt	0.5%	5%	0.4	58	-13%	-2%	i	4.6
CCCC(c1nnnn1C(C)(C)CC)N1CCN(C(=O)c2ccco2)CC1 (configuration not stated)	10%	17%	6%	1.3%	2%	-0.4	42	-6%	6%	i	0.6
CC(NC(=O)Nn1cnnc1)(C(F)(F)F)C(F)(F)F	1%	-12%	-2%	0.6%	-15%	-0.5	69	-10%	8%	i	6.0
CCN(CC)c1ccc(C(=O)n2cnc3ccccc32)cc1	8%	-13%	1%	0.6%	-4%	7.9	49	5%	8%	i	0.9
CCOc1ccc(NC(=S)NC(=O)/C=C/c2ccc(C)cc2)c([N+](=O)[O-])c1	1%	8%	28%	-3.1%	-6%	-0.6	39	-6%	4%	nt	nt
Cc1ccc(S(=O)(=O)c2cnc(-c3ccccc3)nc2N2CCCCC2)cc1	-5%	20%	-3%	-0.1%	18%	12	41	-3%	7%	i	0.0
O=S(=O)(O)c1cc(OS(=O)(=O)c2ccccc2)cc2ccccc12	-1%	4%	-4%	7.7%	-6%	-0.7	41	-1%	10%	i	0.3
